# hgDAF-12 ag: activates the H. glycines DAF-12 receptor ligand-binding domain | hit rate 1.8% among 370,000 | activation, % at 6.8 µM | HEK293 GAL4-hgDAF12 UAS-luciferase reporter, agonist luminescence; normalized to butyrate control | AID 687014;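 active = activation above a cutoff set at the mean of all screened compounds plus 3 SD, cut at about 10% in these data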;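 note: 0% = DMSO wells and 100% = sodium butyrate wells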
# ssDAF12 agonist: activators of S. stercoralis DAF-12 nuclear receptor. HEK293 ssDAF-12/GRIP1 lit1-tk-luc reporter, luminescence; % of 3 µM dafachronic acid response. hit rate 1% among 370,000. AID 652126. activation, % at 6.8 µM;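 active = activation above the mean over all tested compounds plus 3 SD, cut at about 0.9% in these data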;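 note: 0% = DMSO-only wells and 100% = 3 µM delta7-dafachronic acid wells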
# DAX1 inh-1: NR0B1 (DAX1) inhibition; P51843; HEK293 Gal4-DAX1 luciferase reporter, luminescence; inhibition, % at 6.75 µM; hit rate 0.99% among 340,000; AID 504766;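 active = inhibition above the mean over all tested compounds plus 3 SD, cut at about 4.2% in these data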;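 note: 0% = DAX1-transfected cells with DMSO and 100% = empty-vector control cells with DMSO; inhibition shows as a rise in luminescence from relieved DAX1 repression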
# Target sequence (P51843 207-470 limits assumed): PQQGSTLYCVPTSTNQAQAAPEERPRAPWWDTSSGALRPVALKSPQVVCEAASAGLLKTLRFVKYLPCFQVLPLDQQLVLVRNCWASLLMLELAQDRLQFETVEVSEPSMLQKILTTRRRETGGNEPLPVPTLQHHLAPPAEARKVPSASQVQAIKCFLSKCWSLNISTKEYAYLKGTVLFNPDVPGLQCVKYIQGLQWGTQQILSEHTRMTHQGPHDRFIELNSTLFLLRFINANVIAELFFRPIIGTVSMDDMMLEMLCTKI
# NPR1 activator: GC-A (human) enzyme activation; P16066; hit rate 0.14% among 370,000; activation, % at 10 µM; HEK293 GC-A cells, cGMP TR-FRET, EC30 ANP; 0% at EC30 ANP, 100% saturating ANP; in the data active = activation above about 40%
# DAX1 inh-2: DAX1 (NR0B1) inhibition, primary screen; hit rate 1.1% among 370,000; AID 652010; HEK293T StAR-luciferase reporter, SF-1/DAX-1 repression relief; inhibition, % at 6.8 µM;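 active = inhibition above the mean over all tested compounds plus 3 SD, cut at about 3.6% in these data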;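 note: 0% = DAX-1 cells with DMSO and 100% = cells lacking DAX-1 with DMSO; higher inhibition means more luminescence from relief of DAX-1 repression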
# hcDAF12 agonist: H. contortus DAF-12 activation, primary screen; HEK293 hcDAF-12 lit1-tk-luc reporter, luminescence; 0% DMSO, 100% Δ7-dafachronic acid; activation, % at 6.8 µM; hit rate 1.4% among 370,000;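 active = activation above the mean of all tested compounds plus 3 SD, cut at about 5.5% in these data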;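 note: 100% = response to 3 µM Δ7-dafachronic acid high control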
# ADAM10 inh: ADAM10 inhibition, QFRET primary screen | recombinant ADAM10, EDANS/DABCYL FRET peptide cleavage, 3 h | inhibition, % at 7 µM | hit rate 0.62% among 370,000;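 active = inhibition above a per-campaign cutoff equal to the mean of compounds falling between control-based bounds plus 3 SD, cut at about 20% in these data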;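 note: 0% = DMSO wells while the 100% control is not disclosed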
# PG9 binder: binds the HIV-1 gp120 antibody PG9 | inhibition, % at 6.7 µM | hit rate 0.43% among 360,000 | TR-FRET gp120-PG9 antibody binding; in the data active = inhibition above about 8.5%
# ADAM17 inh: inhibitors of human ADAM17 | hit rate 0.83% among 370,000 | inhibition, % at 6.95 µM | recombinant ADAM17, EDANS/DABCYL FRET peptide cleavage | P78536;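 active = inhibition above the mean of compounds lying between control limits plus 3 SD, set per campaign, cut at about 8.5% in these data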;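 note: 0% = DMSO-only wells as the low control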
# Target sequence (P78536 215-824 limits assumed): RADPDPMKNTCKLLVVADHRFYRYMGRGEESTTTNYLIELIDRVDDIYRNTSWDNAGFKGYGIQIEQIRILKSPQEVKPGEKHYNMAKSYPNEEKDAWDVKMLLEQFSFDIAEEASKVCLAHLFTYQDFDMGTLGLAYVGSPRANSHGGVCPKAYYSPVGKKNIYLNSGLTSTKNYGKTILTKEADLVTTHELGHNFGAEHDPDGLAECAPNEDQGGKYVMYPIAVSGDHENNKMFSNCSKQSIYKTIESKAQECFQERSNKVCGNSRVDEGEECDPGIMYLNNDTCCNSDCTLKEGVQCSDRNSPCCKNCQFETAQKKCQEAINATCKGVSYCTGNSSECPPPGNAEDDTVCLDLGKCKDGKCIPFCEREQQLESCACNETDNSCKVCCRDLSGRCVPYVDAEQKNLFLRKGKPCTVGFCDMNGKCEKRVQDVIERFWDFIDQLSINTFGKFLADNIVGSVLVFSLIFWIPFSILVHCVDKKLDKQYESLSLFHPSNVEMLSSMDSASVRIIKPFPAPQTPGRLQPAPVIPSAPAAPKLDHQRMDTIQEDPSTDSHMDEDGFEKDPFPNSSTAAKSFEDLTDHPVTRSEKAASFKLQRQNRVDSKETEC
# GAA850 FXN act: activators of GAA850 frataxin (FXN) promoter; activation, % at 6 µM; HEK293 lucGAA850 FXN promoter luciferase reporter, 24 h; percent of 10 µM SAHA response; hit rate 0.56% among 360,000;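 active = activation above the average of all compounds screened plus 3 SD, cutoff fixed separately per campaign, cut at about 7.5% in these data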;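 note: 0% = DMSO wells and 100% = 10 µM SAHA wells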
# SMARCA2 act: SMARCA2 function activation, primary screen; MG213 cells, MMTV-luciferase reporter, dexamethasone, overnight; activation, % at 9.1 µM; hit rate 1% among 370,000; AID 652017; in the data active = activation above about 7.8%;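 note: 0% = vehicle wells and 100% = reference activator wells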
# * hit, by the source's call; i = inactive; . = no result given.
smiles,ssDAF12 agonist,ADAM17 inh,SMARCA2 act,ADAM10 inh,DAX1 inh-2,DAX1 inh-1,hgDAF-12 ag,PG9 binder,NPR1 activator,hcDAF12 agonist,GAA850 FXN act
Cc1cccc(NC(=O)C2CCN(S(=O)(=O)c3ccc4c(c3)OCCCO4)CC2)n1,-1.9,-3,-5,-1,-5.4,-3.3,-6.1,1.0,0,-3.5,-4.0
CC(C)CN1C(=O)C(=O)N(CC(=O)N(C)CC(=O)Nc2ccc(Cl)c(C(F)(F)F)c2)C1=O,-1.1,0,0,-6,-1.3,0.6,0.2,0.6,0,-0.7,0.1
O=C1OC(/C=C/c2ccc(Cl)cc2)=NC/1=C/c1ccco1,-0.2,-4,0,-10,-0.1,0.3,2.4,-1.5,19,2.7,0.6
S=C(Nc1ccccc1)c1ccccn1,0.4,5,8.2*,2,1.4,1.5,8.1,-2.0,-2,4.8,5.8
CCn1cc(C(=O)NCCCN(C)c2ccccc2)c(=O)c2cc(S(=O)(=O)N(C)C)ccc21,-1.3,0,-1,-10,-1.7,0.8,3.1,-2.2,4,-1.8,0.9
CC1CN(C(=O)c2ccc3c(c2)OCO3)OC(c2ccccc2)O1 (stereo not drawn),-1.0,-3,0,0,-0.3,-0.4,0.0,-0.7,0,-0.1,0.4
Cc1nc(-c2c(-c3ccc(O)cc3O)noc2C(F)(F)F)cs1,-2.0,1,-2,5,-1.3,-1.9,-2.4,1.1,3,-1.9,-3.5
CC(=O)Nc1ccc(S(=O)(=O)Nc2nc3ccccc3nc2Nc2cccc(O)c2)cc1,-1.0,-7,4,-12,0.1,-0.9,0.6,-0.3,1,-0.1,-0.6
COc1ccc(NC(=O)C2CCN(C(=O)Cc3ccccc3)CC2)c(OC)c1,-1.7,-4,4,9,0.1,-1.2,4.9,-0.6,1,-0.5,1.4
CCCCNC(=S)Nc1cccc2cnccc12,-0.1,-4,-2,-11,-1.0,-0.8,-1.8,-2.7,0,-0.1,-0.7
Cc1cccc(C(=O)N(C(=O)c2cccc(C)c2)N(C)C)c1,-1.1,-7,1,-5,0.1,0.6,-0.6,-1.1,-4,0.1,-0.7
O=c1cc(CSc2ccc(Cl)cc2)nc(-c2ccccn2)[nH]1,-1.9,1,-10,-6,-1.5,-1.1,-9.6,-0.6,7,-3.8,5.9
COc1ccc(OC)c(CN2CCN(CCc3ccccc3)C(CCO)C2)c1 (stereo not drawn),-0.1,1,-2,6,0.6,0.0,-3.6,-0.8,-7,-0.2,-0.2
N#CCC(=O)Nc1ccc(C(=O)NCCC(c2ccccc2)c2ccccc2)cc1,-1.1,6,-2,7,-0.2,-1.3,-3.1,1.0,-6,-2.1,1.2
CN1CC(O)([C@H](Cc2ccccc2)NC(=O)OC(C)(C)C)OCC1C(=O)NCc1cccc2ccccc12 (stereo partly drawn),-1.8,1,.,-1,.,.,2.7,.,-3,-2.0,.
CCc1nnc(NC(=O)CSc2sc3c(O)cc(=O)[nH]c3c2C#N)s1,-0.4,-10,-3,-19,0.3,0.4,1.3,-1.1,1,3.5,0.1
CC(=O)Nc1ccc(NC(=O)c2ccccc2CC[N+](=O)[O-])cc1,-1.0,-5,0,2,-0.2,0.9,0.4,-1.6,-4,-0.2,0.5
Cc1cccnc1C1=NOC(Cc2ccccc2)C(=O)N1CCOc1ccc(F)cc1 (stereo not drawn),-1.5,3,-1,-1,0.3,.,2.5,-1.6,-4,-0.7,-1.9
CC(=O)N1c2ccc(S(=O)(=O)N3CCCCC3)cc2CC1C(=O)Nc1ccc(F)cc1C (stereo not drawn),0.4,-5,-2,-6,0.2,0.2,1.5,0.8,3,0.7,0.5
CCC1C(=O)N=C(SCC(=O)Nc2ccccc2)NC1=O (stereo not drawn),-1.1,-2,2,2,0.9,-0.8,1.0,-1.1,3,0.0,-1.4
Cc1ccccc1OCC(=O)Nc1nnc(-c2ccncc2)s1,-0.1,-46,-4,-119,-0.3,1.3,-1.0,0.8,-3,-0.3,-3.4
COc1ccc(NC(=O)c2c(NC(=O)CNCc3ccco3)sc3c2CCC3)cc1,-0.4,-2,-1,0,-1.0,-2.0,0.1,-0.7,1,1.5,-1.0
CCOCCOC(=O)C(C)Oc1ccc(Oc2nc(Cl)ccc2Cl)cc1 (stereo not drawn),-1.4,-3,-2,-5,-0.3,-1.3,-0.5,0.8,0,-1.1,1.0
Cc1ccc(S(=O)(=O)CC(=O)Nc2cc(C)on2)cc1,-0.1,1,-2,-3,0.0,0.5,-0.9,0.9,9,0.6,0.2
Cc1ccc(S(=O)(=O)N(C)C)cc1NC(=S)NC1CCCC(C)C1C (stereo not drawn),-0.6,0,-1,-1,-0.8,-0.9,-1.7,0.8,-2,-2.1,1.6
CCn1cc(C(=O)NCCCN2CC(C)CC(C)C2)c2cc(OC)c(OC)cc2c1=O (stereo not drawn),-0.9,-2,-2,-7,-0.6,-1.0,3.2,0.1,2,0.0,1.4
O=[N+]([O-])c1ccc(N2CCOCC2)cc1SCc1ccco1,-1.4,1,-1,4,-0.9,-0.9,4.1,-0.5,13,-1.9,3.8
CCN(CC)CCOc1ccc(Br)cc1,-2.0,-5,-1,-7,0.7,0.3,1.5,-1.0,-1,-0.2,3.0
O=C(O)c1ccc2c(c1)C(=O)N(c1cccc(-c3nc4ccccc4s3)c1)C2=O,-0.9,-6,3,-17,1.1,0.6,16*,-2.8,0,0.1,3.3
Cc1cc(=O)oc2cc(OCc3ccc(C(=O)OCC(=O)Nc4ccccc4OC(F)F)cc3)ccc12,-0.7,-7,2,-27,0.4,0.8,0.7,-2.6,-1,2.1,1.1
O=C(Nc1ccc2c(c1)CCCN2C(=O)c1cccs1)c1c(F)cccc1F,-1.8,-1,0,-2,-4.2,-0.9,-5.8,-0.5,3,-3.3,-1.9
COc1cccc(CNS(=O)(=O)c2ccc3c(c2)CC(C)N3C(C)=O)c1 (stereo not drawn),-1.0,-2,-2,-9,-2.6,-0.8,-1.8,-0.8,3,-3.1,-2.3
CCOc1ccc(NS(=O)(=O)c2ccc3c(c2)N(C(C)=O)CCO3)cc1,-1.1,-5,0,-2,-0.6,-0.5,-3.4,1.5,3,-0.9,-0.6
O=C(COC(=O)[C@H](Cc1ccccc1)NC(=O)c1ccco1)Nc1ccccc1OC(F)F,-1.2,-1,-5,-15,0.2,0.2,-1.6,-1.7,-3,-1.1,2.2
COCCn1nnnc1C(c1ccccc1)N1CCN(C)CC1 (stereo not drawn),-0.9,-4,0,-3,-0.6,0.7,-0.8,0.4,0,1.6,0.9
COc1ccc(-c2cc(N3CCN(CCO)CC3)n3nccc3n2)cc1,-1.0,-101,-2,-360,-0.1,.,0.8,-0.7,5,-0.2,-0.1
O=Cc1c(-[n+]2ccccc2)nc([O-])n1-c1ccccc1,-1.5,-4,-3,-7,0.6,0.5,-0.8,0.2,2,-1.9,1.1
C=CCOC(=O)C1=C(C)OC(N)=C(C#N)C1c1ccc2c(c1)OCO2 (stereo not drawn),-1.4,-2,2,-5,-0.7,1.2,-0.8,-3.1,-9,-2.0,0.3
CC1(C)Cc2c(cnn2-c2ccccc2)-c2c1c1ccccc1n2CC(O)CCl (stereo not drawn),-1.2,-82,-7,-265,-0.5,-1.0,-3.7,3.4,-6,-1.7,1.2
COc1ccc2cc(C3c4cc(OC)c(OC)cc4CCN3C(=O)c3ccco3)c(=O)[nH]c2c1 (stereo not drawn),-1.1,4,-2,6,0.8,-0.5,-3.1,-2.1,-1,-2.1,1.6
c1ccc2c(N3CCOCC3)nc(N3CCOCC3)nc2c1,-1.3,-288,1,i,-0.2,-0.5,1.0,-1.4,0,-0.4,3.3
CCOc1ccccc1NC(=O)C(=O)N/N=C/c1ccc([N+](=O)[O-])cc1,-1.9,-4,-2,-2,-0.4,0.1,-1.1,0.0,-1,-1.3,-1.1
CC(C)[C@@H](C)/C=C/[C@@H](C)[C@H]1CC[C@@H]2[C@]1(C)CCC1[C@]23C=C[C@]2(C[C@@H](O)CC[C@]12C)N(c1cnccn1)O3 (stereo partly drawn),-0.4,5,0,1,4.6*,.,1.9,0.0,4,2.4,.
CCCn1c(=S)[nH]c2cc(C(=O)N3CCN(c4ccccc4)CC3)ccc2c1=O,-1.3,-4,-3,-6,-0.7,2.1,0.7,-0.1,-2,-0.6,-1.1
O=c1c2c3c(sc2n2cnnc2n1Cc1ccccc1)CN(Cc1ccccc1)CC3,-1.2,-13,1,-53,0.0,-1.5,-1.5,1.1,8,-0.1,-2.1
CCc1ccc(C(c2ccc(CC)cc2)C(Cl)Cl)cc1,-1.0,0,-3,-7,0.1,0.1,1.8,-2.7,13,-2.1,-2.9
Oc1ccc(Cl)cc1CNn1cnnc1,-2.1,-2,1,-4,1.0,0.4,3.4,0.3,2,-1.9,0.5
O=C1c2ccccc2C(=O)N1CCSc1n[nH]c(=S)s1,-0.8,0,-1,1,0.5,0.6,1.9,0.9,-2,-1.8,-0.6
CC1(C(=O)NCc2cccc(C(F)(F)F)c2)CCN1C1Cc2ccccc2C1 (stereo not drawn),-0.9,-5,-4,-10,0.3,.,-0.5,-0.2,2,2.2,1.2
CCN(CC)S(=O)(=O)c1ccc(C(=O)Nc2ncn(Cc3ccccc3)n2)cc1,-1.5,-4,-1,-3,0.4,1.2,-1.8,-3.4,-2,-1.8,0.3

# Additional records follow:
smiles,ssDAF12 agonist,ADAM17 inh,SMARCA2 act,ADAM10 inh,DAX1 inh-2,DAX1 inh-1,hgDAF-12 ag,PG9 binder,NPR1 activator,hcDAF12 agonist,GAA850 FXN act
COCCn1c(SCC(=O)N2CCCCCC2)nc2c(c1=O)SCC2,-0.7,0,-2,4,-2.0,-0.5,0.3,-1.8,2,-0.7,1.7
Cc1cc(-c2ccco2)n(CC(=O)NCCCc2ccccc2)n1,-0.9,-2,-3,-7,-0.9,1.5,-1.4,0.1,3,-0.8,0.1
CCCn1cnnc1CNC(=O)[C@@H](Cc1ccccc1)NC(=O)[C@H]1O[C@@H](n2ccc(=O)[nH]c2=O)[C@H](O)[C@@H]1O,-0.6,-1,2,-4,1.7,.,0.2,0.9,1,-0.1,.
CC(C)c1nc(SCC(=O)N2CCOCC2)c2c(=O)n(C)c(=O)n(C)c2n1,-0.3,5,-2,-7,-0.3,1.4,1.7,-0.8,6,-1.4,1.0
NC(=O)c1nnsc1Sc1c(C(N)=O)nnn1-c1cccc(N)c1,-0.7,-2,-1,-8,-0.3,2.2,3.0,-1.1,5,-0.6,-3.0
C#CCOCCOCCOCCNc1nc(N2CCN(C(=O)Cn3cc(CCCCN)nn3)CC2)nc(N2CCN(C(=O)[C@H](CCCCN)n3cc(CCC(=O)O)nn3)CC2)n1,-0.4,-4,1,-3,-0.2,0.2,1.2,-0.2,-2,-0.1,-1.7

# Compound activity: PubChem, several laboratories
